D2 potentiator: positive allosteric modulators of human D2 dopamine receptor | P14416 | HEK293 T-REx D2, calcium flux, EC20 dopamine potentiation | potentiation, % at 10 µM | actives 0.34% (n = 340,000) | AID 485347;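 active = potentiation over 3 SD above the plate norm, cut at about 30% in these data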; note: 0% is about no effect
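Tetracycline-induced HEK293 T-REx cells force-coupled to calcium signalling expressed D2; compounds were pin-added after a 10 s baseline, read kinetically 180 s, then an EC20 dopamine challenge followed with a further 180 s calcium read.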
RXFP1 ag: RXFP1 (human) receptor agonism; Potency, µM (highest dose often 57.5 µM), inactives show at the highest dose activation, hits mostly activators; actives 0.3% (n = 370,000); HEK293T-RXFP1 cAMP TR-FRET, 30 min; response scale: percent of porcine relaxin response, buffer zero; note: potency is the fitted concentration of half-maximal effect; % is set by controls: 0 for no effect and ±100 for the full control effect; nearly all actives have a fitted effect of over 60% in size; many of its hits are not listed in these tables
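Agonist response is measured as cAMP accumulation in an RXFP1-transfected HEK293T line under PDE4 inhibition. Values are scaled between buffer-only and 29 nM porcine relaxin, and EC50s come from standard Hill equation fits.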
Vif-A3F inh: blocks the Vif interaction with APOBEC3F | Potency, µM (series often up to 46.1 µM), for inactives: at the highest dose activity, negative = active | AID 602313 | HeLa A3F-eYFP + Vif (tagged APOBEC3F with the HIV-1 protein that degrades it), YFP fluorescence increase | actives 0.2% (n = 390,000); note: potency is the fitted concentration of half-maximal effect; % of control where 0% means no effect; nearly all actives have a fitted effect of over 65% in size
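HeLa cells stably expressing A3F-eYFP plus Vif, plated and incubated overnight at 37 deg C, then exposed to compounds overnight at 37 deg C. Blocked degradation read as raised yellow fluorescence (Ex 488/Em 500-530).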
LDHA block: LDHA (human) enzyme inhibition. purified LDHA, NADH/diaphorase-resazurin fluorescence; stronger effect = lower value. activity change, % (values are at about 110 or 230 µM). P00338. actives 0.15% (n = 480,000); in the data active = activity change below about -30%; inconclusive = mostly about -25% to -30%;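 note: plate controls were DMSO wells for no effect and wells without enzyme for full effect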
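Enzyme activity of human lactate dehydrogenase 5 (2 nM; 0.06 mM NADH, 0.2 mM pyruvate, 5 min, RT) is measured via a resazurin/diaphorase fluorescence readout of residual NADH.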
GRP78 ERSR act: induces the endoplasmic reticulum stress response in human glioma cells. U87-MG GRP78 promoter luciferase reporter, 16 h. Potency, µM, without a hit: at the top dose activation, hits mostly activators. actives 0.02% (n = 420,000). AID 602332; note: potency is the fitted concentration of half-maximal effect; series mostly up to about 76 µM; % of control where 0% means no effect; nearly all actives have a fitted effect of over 35% in size
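ERSR induction read as luciferase luminescence (Bright-Glo, 10 min at room temperature) in stably transfected human U87-MG glioma cells exposed to compounds for 16 h, using GRP78 as sensor.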
Vif-APOBEC3G blk: Vif-A3G binding inhibition | AID 602310 | Q9HC16 | HeLa A3G-eYFP + Vif (tagged APOBEC3G with the HIV-1 protein that degrades it), YFP fluorescence, overnight | Potency, µM (highest dose often 46.1 µM), for inactives: at the highest dose activity, negative = active, hits mostly inhibitors | actives 0.076% (n = 410,000);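 note: potency is the fitted concentration of half-maximal effect; % is set by controls: 0 for no effect and ±100 for the full control effect; nearly all actives have a fitted effect of over 60% in size; hits raise eYFP signal because A3G escapes Vif-driven loss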
Target sequence (Q9HC16 whole entry, looked up): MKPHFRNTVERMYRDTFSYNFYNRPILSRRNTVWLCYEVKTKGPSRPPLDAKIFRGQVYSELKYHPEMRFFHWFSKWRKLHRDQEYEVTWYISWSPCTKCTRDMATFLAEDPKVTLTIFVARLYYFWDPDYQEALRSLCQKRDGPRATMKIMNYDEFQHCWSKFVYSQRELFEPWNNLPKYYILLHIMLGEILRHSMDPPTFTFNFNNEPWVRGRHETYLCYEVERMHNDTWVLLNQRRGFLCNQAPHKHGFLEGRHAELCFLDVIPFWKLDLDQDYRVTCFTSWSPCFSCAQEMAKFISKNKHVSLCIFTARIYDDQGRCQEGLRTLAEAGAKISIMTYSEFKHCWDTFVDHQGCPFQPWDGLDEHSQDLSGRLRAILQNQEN
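HeLa cells stably expressing Vif and C-terminally eYFP-tagged A3G, seeded overnight at 37 deg C, then exposed to compound by pintool overnight at 37 deg C. Rise in yellow fluorescence (Ex 488/Em 500-530, Acumen) marks blocked Vif-driven A3G degradation.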
D1 PAM: potentiators of human D1 dopamine receptor | P21728 | HEK293 TREx D1 cells, calcium flux, dopamine EC20 potentiation | potentiation, % at 10 µM | actives 0.036% (n = 360,000) | AID 504651; in the data active = potentiation above about 30%; note: 0% is about no effect
Target sequence (P21728 whole entry, looked up): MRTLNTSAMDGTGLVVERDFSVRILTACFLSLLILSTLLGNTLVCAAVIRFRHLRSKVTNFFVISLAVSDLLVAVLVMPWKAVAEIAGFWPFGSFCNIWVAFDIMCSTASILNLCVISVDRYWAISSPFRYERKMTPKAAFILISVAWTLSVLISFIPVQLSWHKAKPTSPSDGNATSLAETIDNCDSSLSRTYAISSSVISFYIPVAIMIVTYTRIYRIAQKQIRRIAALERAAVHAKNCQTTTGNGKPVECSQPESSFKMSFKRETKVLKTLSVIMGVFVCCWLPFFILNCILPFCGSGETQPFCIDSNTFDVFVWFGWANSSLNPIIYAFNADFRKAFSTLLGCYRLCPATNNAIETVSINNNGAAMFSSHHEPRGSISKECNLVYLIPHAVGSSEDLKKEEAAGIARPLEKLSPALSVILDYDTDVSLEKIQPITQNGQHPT
D1 antagonist: antagonists of human D1 dopamine receptor; actives 3.2% (n = 360,000); activity change, negative = inhibition, % at 10 µM; HEK293 TREx D1 cells, calcium flux, dopamine EC80; stronger effect = lower value; in the data active = activity change below about -30%; note: % is set by controls: 0 for no effect and ±100 for the full control effect
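Calcium flux readout: force-coupled, inducible Hek293 Trex D1 line, cells induced overnight at 30 C with tetracycline, dye-loaded 30–90 min at RT. Antagonism scored against EC80 dopamine challenge given 180 s after compound.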
D1 ag: activates the human D1 dopamine receptor. actives 1% (n = 360,000). activation, % at 2 µM. HEK293 T-REx D1 cells, calcium flux, agonist mode. AID 504660; in the data active = activation above about 30%; note: 0% is about no effect
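Inducible HEK293 T-REx D1 cells, force-coupled to calcium signalling, were plated at 4000 cells/well with tetracycline and held overnight at 30 C. After no-wash calcium dye loading, compound-evoked calcium rise over 180 s flagged agonists.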
Starred values were filed as active, the others as inactive; ? = inconclusive; . = not tested or not shown; & = joins results of further samples. Unless noted, calls come from the whole dose curve; as a rule, active = well fitted curve in the direction sought with a large enough effect; inconclusive = small, poorly fitted or top-dose-only effect, or another doubt; inactive = no such curve, though single readings can be large; an effect the other way counts as inactive or inconclusive. An excerpt; rates above refer to the full screens.

SMILES	D2 potentiator	RXFP1 ag	Vif-A3F inh	LDHA block	GRP78 ERSR act	Vif-APOBEC3G blk	D1 PAM	D1 antagonist	D1 ag
CC1CC2=C(NC(=S)NC2c2cccc(F)c2)/C(=C/c2cccc(F)c2)C1 (stereo not drawn)	5	-1.8%	?	-2	-2%	0%	17	1	2
Cc1cc(C)n2c(nc3ccccc32)c1C(=O)NCc1ccccc1	0	-1.1%	0%	-7	-1%	-1%	2	0	0
CCOC(=O)[C@@H]1[C@H]2COc3cc(OC)ccc3[C@@H]2N2C(=O)N(c3ccccc3)C(=O)[C@]12C	.	.	-4%	-12	-6%	1%	.	.	.
COc1ccc(NC(=O)COc2ccccc2C#N)c(S(=O)(=O)N2CCCCC2)c1	8	0.6%	-6%	-2	-1%	2%	-6	2	2
FC(F)(F)c1ccccc1-n1c(-c2cnccn2)n[nH]c1=S	4	2.4%	-10%	1	-6%	-6%	-2	28	3
Cc1coc2c1c(C)cc1oc(=O)c(CC(=O)NCC(=O)N[C@H](C(=O)O)C(C)C)c(C)c12	2	?	-2%	-8	-2%	1%	-4	21	2
COc1ccc(NC(=O)c2sc3nc(N4CCOCC4)c4c(c3c2N)CC(C(C)C)OC4)c(OC)c1 (stereo not drawn)	0	-1.1%	-2%	-2	-5%	2%	1	15	0
CCOc1ccccc1C1C(C(=O)Nc2ccccc2OC)=C(C)Nc2nc3ccccc3n21 (stereo not drawn)	20	-0.2%	5%	-7&-16	-3%	1%	4	3	-2
CNS(=O)(=O)c1cccc(C(=O)Nc2cccnc2)c1	-16	0.1%	-1%	-8	-2%	-4%	-3	1	-2
CC(=O)Oc1ccc(-c2ccc(C(=O)O)cc2)cc1	0	0.5%	3%	-6	-3%	3%	-1	-3	-2
CCOC(=O)c1ccc2c(c1)nc(SCC(=O)NC(C)C)n2CC	1	-0.3%	3%	0	-2%	-4%	2	8	1
Oc1cc(Cl)cc(Cl)c1Cl	4	0.8%	1%	-10	-4%	0%	-4	.	14
CN(C)Cc1ccc(-c2nc3cccc4c3n2CCNC4=O)cc1	.	.	0%	-4	3%	5%	.	.	.
CCc1noc(C)c1C(=O)Nc1ccccc1N1CCOCC1	-6	2.5%	-13%	-4	-3%	4%	-2	0	1
C/C(N)=C(/C#N)C(=O)CSc1nnc(Nc2ccccc2C)s1	-14	0.6%	-2%	-1	8%	-1%	0	4	2
CCC(O)C1CCN(C(=O)c2cc(COc3ccc4ncccc4c3)on2)CC1 (stereo not drawn)	4	2.6%	20%	-1	-4%	2%	-1	4	0
CCOC(=O)CNC(=O)C1c2ccccc2C(=O)N(c2ccc(OC)cc2)C1c1ccc(OC)cc1 (stereo not drawn)	9	-2.2%	0%	-6	0%	2%	-1	13	11
COc1cccc(OCc2cc(C(=O)N(C)C3CCOCC3)no2)c1	5	0.7%	-11%	1	-1%	-3%	-10	-56*	6
Cc1onc(-c2ccccc2Cl)c1C(=O)Nc1cc(=O)n(C)c(=O)n1C	.	.	5%	-4	-4%	-4%	.	.	.
O=C(CSc1nc(=O)n(CCN2CCOCC2)c2c1CCC2)Nc1ccc(F)cc1F	9	13%	4%	2	-1%	2%	-1	.	-2
COCC(=O)N1CCC(Oc2ccc(C(=O)NC(C)c3nccs3)cc2)CC1 (stereo not drawn)	-1	1.2%	7%	0	-2%	0%	0	16	4
Cc1nc(NC(N)=S)sc1C(=O)Nc1ccccc1	6	-0.3%	-11%	-9	-4%	-13%	-6	40	6
O=C(CN1C(=O)NC2(CCOc3ccccc32)C1=O)c1ccc(Br)cc1 (stereo not drawn)	-2	2.0%	-4%	-1	-1%	-1%	-5	-26	2
C[C@H](NC(=O)COc1ccccc1)C(=O)OCC(=O)c1cc2ccccc2o1	.	.	-14%	-4	4%	2%	.	.	.
CCCCNC(=O)c1sc(=S)n(-c2ccccc2OC)c1N	15	1.3%	-7%	-9	-5%	-4%	6	4	6
CCCNC(=O)c1ccc(SC)cc1OC	11	2.1%	-2%	-5	0%	-3%	-7	-1	5
O=C(Nc1cccnc1Cl)c1cccc(F)c1	-3	0.4%	.	.	.	.	-4	-2	-1
COc1ccccc1-n1cnnc1SCC(=O)NC1CCCC1	-1	0.2%	-2%	-11	1%	1%	4	2	1
COc1ccc(Cl)c(S(=O)(=O)N2CCCC2)c1	-1	0.4%	-2%	-5	-6%	2%	-4	-10	1
Cc1nc2cc(NCc3cccs3)ccc2n1C	3	-0.3%	-7%	7	-7%	1%	1	-20	1
O=C(c1ccc(-n2cnnn2)cc1)N(C1CCCCC1)C1CCCCC1	2	1.2%	-2%	-4	-6%	1%	-4	-16	4
Cc1cc(C)c(-c2n[nH]c3c2C(c2ccccc2F)N(CCO)C3=O)c(O)c1 (stereo not drawn)	-8	-0.6%	-5%	-12	-3%	-4%	-2	4	0
O=C(CCCn1c(SCC(=O)NCCc2ccccc2)nc2ccccc2c1=O)NCC1CCCO1 (stereo not drawn)	5	3.2%	-9%	-14	-3%	0%	7	9	6
O=C(COC(=O)C1CC1)Nc1ncc(Cl)cc1Cl	7	-0.8%	-11%	6	-1%	-2%	12	-4	4
CCN(CC)C(=O)CC(c1ccc(N(C)C)cc1)c1c(OC)cc(OC)c2ccc(=O)oc12 (stereo not drawn)	10	0.0%	-3%	1	-2%&3%	-3%&0%	2	5	1
CN1CCN(C(=O)c2sc(=S)n(-c3ccccc3)c2N)CC1	-2	1.5%	4%	-5	-6%	-3%	-6	-16	-2

7 of the entries above in order of their number in D2 potentiator, rising:
| mol | D2 potentiator | RXFP1 ag | Vif-A3F inh | LDHA block | GRP78 ERSR act | D1 PAM | D1 antagonist | D1 ag |
| --- | --- | --- | --- | --- | --- | --- | --- | --- |
| Cc1cc(C)c(-c2n[nH]c3c2C(c2ccccc2F)N(CCO)C3=O)c(O)c1 (stereo not drawn) | -8 | -0.6% | -5% | -12 | -3% | -2 | 4 | 0 |
| CN1CCN(C(=O)c2sc(=S)n(-c3ccccc3)c2N)CC1 | -2 | 1.5% | 4% | -5 | -6% | -6 | -16 | -2 |
| COc1ccccc1-n1cnnc1SCC(=O)NC1CCCC1 | -1 | 0.2% | -2% | -11 | 1% | 4 | 2 | 1 |
| O=C(c1ccc(-n2cnnn2)cc1)N(C1CCCCC1)C1CCCCC1 | 2 | 1.2% | -2% | -4 | -6% | -4 | -16 | 4 |
| O=C(CCCn1c(SCC(=O)NCCc2ccccc2)nc2ccccc2c1=O)NCC1CCCO1 (stereo not drawn) | 5 | 3.2% | -9% | -14 | -3% | 7 | 9 | 6 |
| O=C(COC(=O)C1CC1)Nc1ncc(Cl)cc1Cl | 7 | -0.8% | -11% | 6 | -1% | 12 | -4 | 4 |
| CCCNC(=O)c1ccc(SC)cc1OC | 11 | 2.1% | -2% | -5 | 0% | -7 | -1 | 5 |

Going on with the list:
SMILES	D2 potentiator	RXFP1 ag	Vif-A3F inh	LDHA block	GRP78 ERSR act	Vif-APOBEC3G blk	D1 PAM	D1 antagonist	D1 ag
COc1ccccc1CCC(=O)OCC(=O)Nc1cccc(S(=O)(=O)N2CCCCC2)c1	-2	-2.0%	-14%	1	-3%	1%	10	3	0
COc1ccccc1CNC(=O)c1ccccc1NC(=O)C1=C(C)OCCS1	-9	-1.6%	1%	-4	0%	0%	6	4	0
O=C(NCCc1ccccc1)c1ccc(=O)[nH]c1	-1	6.2%	0%	-7	-2%	0%	-3	-8	3
Cc1ccc(-n2nc3c(c2NC(=O)c2ccccc2)CS(=O)(=O)C3)cc1C	-2	-1.3%	-7%	2	-1%	0%	-1	-12	4
COc1ccc(C(=O)N2CCN(c3ccccc3)CC2)cc1S(=O)(=O)N1CCCC1	1	-2.3%	-14%	-6	2%	-4%	-6	-6	0
CC(C)OCCCNC(=O)c1ccncc1	2	0.3%	4%	-1	-4%	1%	-3	1	-1
CCn1c(=O)cc(OCC(=O)NCCc2cccc(C)c2)c2ccccc21	0	2.2%	-13%	4	-3%	-23%	-10	-12	1
COc1ccc(C(=O)CN2C(=O)NC3(CCCc4ccccc43)C2=O)c(OC)c1 (stereo not drawn)	-7	6.3%	-16%	0	-5%	-3%	-9	-19	21
CC(NC(=O)NC(=O)c1ccc(Cl)cc1Cl)C1CC1 (stereo not drawn)	0	-1.8%	4%	-7	3%	1%	5	-10	-4
CN(CCC1CCCCO1)C(=O)CCc1nnc(CCCCc2ccccc2)o1 (stereo not drawn)	14	-0.4%	1%	2	8%	-2%	-1	-6	0
CC(=O)c1ccc(-c2ccc(C(=O)N(C)c3c(N)n(Cc4ccccc4)c(=O)[nH]c3=O)o2)cc1	6	-0.1%	4%	-7	-1%	-2%	-1	7	1

Six compounds drawn at random from those above:
SMILES	D2 potentiator	RXFP1 ag	Vif-A3F inh	LDHA block	GRP78 ERSR act	Vif-APOBEC3G blk	D1 PAM	D1 antagonist	D1 ag
O=C(NCCc1ccccc1)c1ccc(=O)[nH]c1	-1	6.2%	0%	-7	-2%	0%	-3	-8	3
COc1ccc(C(=O)CN2C(=O)NC3(CCCc4ccccc43)C2=O)c(OC)c1 (stereo not drawn)	-7	6.3%	-16%	0	-5%	-3%	-9	-19	21
CC(C)OCCCNC(=O)c1ccncc1	2	0.3%	4%	-1	-4%	1%	-3	1	-1
COc1ccc(C(=O)N2CCN(c3ccccc3)CC2)cc1S(=O)(=O)N1CCCC1	1	-2.3%	-14%	-6	2%	-4%	-6	-6	0
COc1ccccc1CNC(=O)c1ccccc1NC(=O)C1=C(C)OCCS1	-9	-1.6%	1%	-4	0%	0%	6	4	0
CC(=O)c1ccc(-c2ccc(C(=O)N(C)c3c(N)n(Cc4ccccc4)c(=O)[nH]c3=O)o2)cc1	6	-0.1%	4%	-7	-1%	-2%	-1	7	1

Laid out differently: results already given.
SMILES | D2 potentiator | RXFP1 ag | Vif-A3F inh | LDHA block | GRP78 ERSR act | Vif-APOBEC3G blk | D1 PAM | D1 antagonist | D1 ag
CC(=O)Oc1ccc(-c2ccc(C(=O)O)cc2)cc1 | 0 | 0.5% | 3% | -6 | -3% | 3% | -1 | -3 | -2
CN(CCC1CCCCO1)C(=O)CCc1nnc(CCCCc2ccccc2)o1 (stereo not drawn) | 14 | -0.4% | 1% | 2 | 8% | -2% | -1 | -6 | 0

Screening results: PubChem BioAssay, National Center for Advancing Translational Sciences (NCATS)
